Screens: PubChem, Sanford-Burnham Center for Chemical Genomics
CXCR6 block = CXCR6 (human) receptor inhibition. CHO-K1 PathHunter CXCR6 beta-arrestin, luminescence. inhibition, % at 20 µM. actives 0.36% (n = 360,000). AID 602244; in the data active = inhibition above about 34%, passing the limit was not always enough;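 also: antagonist mode with CXCL16 agonist at 10 nM final; 0% = 10 nM CXCL16 with DMSO and 100% = unstimulated wells without agonist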
Target sequence (O00574 whole entry, looked up): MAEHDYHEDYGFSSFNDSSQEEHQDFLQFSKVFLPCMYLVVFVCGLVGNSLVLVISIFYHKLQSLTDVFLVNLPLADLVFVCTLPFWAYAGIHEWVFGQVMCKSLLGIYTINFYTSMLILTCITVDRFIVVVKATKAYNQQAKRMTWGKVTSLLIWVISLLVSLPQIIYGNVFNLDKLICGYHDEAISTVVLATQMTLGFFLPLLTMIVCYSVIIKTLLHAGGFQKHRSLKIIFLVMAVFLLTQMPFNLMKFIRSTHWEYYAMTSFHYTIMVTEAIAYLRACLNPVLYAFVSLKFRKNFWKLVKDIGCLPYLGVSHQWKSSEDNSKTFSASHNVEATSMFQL
UBC13 polyUb = inhibitors of human UBC13 polyubiquitin chain formation | inhibition, % at 20 µM | TR-FRET | P61088 | actives 0.47% (n = 330,000); in the data active = inhibition above about 45%, passing the limit was not always enough
Target sequence (P61088 whole entry, looked up): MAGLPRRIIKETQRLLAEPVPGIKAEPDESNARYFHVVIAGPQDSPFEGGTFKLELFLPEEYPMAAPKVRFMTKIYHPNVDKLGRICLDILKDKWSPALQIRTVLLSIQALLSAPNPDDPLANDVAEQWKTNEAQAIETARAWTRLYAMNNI
APJ ag = APJ receptor agonism; P35414; activation, % at 20 µM; CHO-K1 APJ PathHunter beta-arrestin, luminescence; 0% DMSO wells, 100% apelin; actives 0.11% (n = 330,000);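 active = activation more than six SD over the plate average, tested at 20 µM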;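 also: 0% = DMSO alone and 100% = apelin-13 at 10 nM; some results filed as inactive read as strong as hits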
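Test system – PathHunter CHO-K1 APJ (AGTRL-1) beta-arrestin reporter cells · Input – 1000 cells/well · Compound – single test compound dose, 20 µM final, 1% DMSO · Times – compound stimulation 90 min at 25 °C, detection 60 min · Technique – beta-gal luminescence · Read-out basis – APJ–arrestin association signal · Control set – negative DMSO alone, positive Apelin-13 at 10 nM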
APJ antag = antagonists of human APJ apelin receptor. AID 2521. inhibition, % at 20 µM. CHO-K1 APJ beta-arrestin complementation, luminescence. actives 0.32% (n = 330,000). P35414;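 active = inhibition above about 40% at 20 µM, limit read from the data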;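 also: cells challenged with 10 nM apelin-13 agonist together with compound; plate controls were apelin-13 plus DMSO wells for no effect and DMSO wells lacking apelin-13 for full effect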
CCR6 antagonist = antagonists of human CCR6 receptor; P51684; CHO-K1 CCR6 PathHunter beta-arrestin, luminescence, CCL20-stimulated; inhibition, % at 20 µM; actives 0.49% (n = 340,000); AID 493098;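 active = compounds whose inhibition of the agonist-driven luminescence signal at 20 µM reaches about 50%, limit read from the data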;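 also: cells stimulated with CCL20 at 14 nM final; plate controls were DMSO with CCL20 for no effect and DMSO without agonist for full effect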
Target sequence (P51684 whole entry, looked up): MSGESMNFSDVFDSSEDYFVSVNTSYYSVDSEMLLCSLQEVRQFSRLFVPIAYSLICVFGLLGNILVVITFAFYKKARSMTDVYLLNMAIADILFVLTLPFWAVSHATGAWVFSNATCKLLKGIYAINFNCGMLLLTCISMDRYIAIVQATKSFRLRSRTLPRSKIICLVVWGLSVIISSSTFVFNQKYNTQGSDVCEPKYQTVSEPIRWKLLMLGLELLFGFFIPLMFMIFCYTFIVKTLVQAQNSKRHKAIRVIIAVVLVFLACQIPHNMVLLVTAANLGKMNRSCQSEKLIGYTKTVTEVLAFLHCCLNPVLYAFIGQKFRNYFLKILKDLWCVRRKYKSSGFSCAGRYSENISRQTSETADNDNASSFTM
Gli-Sufu block = Gli-Sufu pathway antagonism; Sufu-KO-LIGHT fibroblasts, Gli luciferase reporter luminescence; inhibition, % at 5 µM; actives 0.74% (n = 340,000);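 active = inhibition above about 55%, limit read from the data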;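 also: 0% = DMSO-treated cells and 100% = wells with medium but no cells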
ATG4B inhibitor = blocks human ATG4B protease cleavage of LC3 substrate | Q9Y4P1 | ATG4B cleavage of LC3-PLA2, NBD-HPC fluorescence, 1 h | inhibition, % at 8.33 µM | actives 0.51% (n = 340,000) | AID 504462; in the data active = inhibition above about 40%
EBI2 block = antagonists of human EBI2 receptor | inhibition, % at 5 µM | actives 0.81% (n = 360,000) | P32249 | EBI2 beta-arrestin recruitment, luminescence, 7a,25-OHC stimulated | AID 651636; in the data active = inhibition above about 38%;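 also: enzyme fragment complementation signal reports receptor beta-arrestin coupling in cells; 0% = agonist plus DMSO wells and 100% = wells without agonist; some results beyond the cut were filed as inactive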
Active calls of the source: *.

Cc1ccc(-c2cc(C(=O)Nc3ccc(S(=O)(=O)Nc4nc(C)cc(C)n4)cc3)c3ccccc3n2)cc1 was read as CXCR6 block -3, UBC13 polyUb 0, APJ ag 0, APJ antag -1, CCR6 antagonist 5, Gli-Sufu block 5, ATG4B inhibitor 3 and EBI2 block -9.
Screening COc1ccc(-c2cn[nH]c2C)cc1 returned CXCR6 block -5, UBC13 polyUb 5, APJ ag 2, APJ antag 9, CCR6 antagonist 10, Gli-Sufu block -12, ATG4B inhibitor -1 and EBI2 block -12.
For O=C(COC(=O)Cn1cnc2ccccc2c1=O)Nc1ccccc1Sc1ccc(Cl)cc1 the results were CXCR6 block -3, UBC13 polyUb 11, APJ ag 3, APJ antag 1, CCR6 antagonist 13, Gli-Sufu block 0, ATG4B inhibitor -19 and EBI2 block 5.
CCCCn1c(N)c(N(CC)C(=O)c2cnc(C)cn2)c(=O)[nH]c1=O was read as CXCR6 block 5, UBC13 polyUb 1, APJ ag -4, APJ antag 2, CCR6 antagonist 7, Gli-Sufu block 2, ATG4B inhibitor -29 and EBI2 block -7.
For CCCN(CCC)CCCNC(=O)c1cc2cc3ccc(OC)cc3nc2o1 the results were CXCR6 block 4, UBC13 polyUb 15, APJ ag 1, APJ antag 11, CCR6 antagonist -12, Gli-Sufu block -6, ATG4B inhibitor -17 and EBI2 block -3.
Screening CCCC/C(O)=C1\C(=O)CCCC1=NCCc1c(C)[nH]c2ccc(OC)cc12 returned CXCR6 block 3, UBC13 polyUb 2, APJ ag -3, APJ antag -5, CCR6 antagonist 10, Gli-Sufu block 4, ATG4B inhibitor -6 and EBI2 block -6.
COC(=O)c1ccc(-n2c(C)cc(/C=N/n3cnnc3)c2C)cc1 was read as CXCR6 block -3, UBC13 polyUb -8, APJ ag 3, APJ antag 3, CCR6 antagonist -11, Gli-Sufu block 1, ATG4B inhibitor -4 and EBI2 block 1.
For CC(C)CN(C(=O)COC(=O)Cc1cccc2ccccc12)c1c(N)n(Cc2ccccc2)c(=O)[nH]c1=O the results were CXCR6 block 4, UBC13 polyUb -2, APJ ag 0, APJ antag 6, CCR6 antagonist 7, Gli-Sufu block -4, ATG4B inhibitor -23 and EBI2 block 8.
Screening O=C(OCc1c(F)cccc1Cl)c1cnccn1 returned CXCR6 block 0, UBC13 polyUb 4, APJ ag 5, APJ antag -13, CCR6 antagonist -20, Gli-Sufu block 2, ATG4B inhibitor -5 and EBI2 block -9.
Cc1c(C(=O)NCCn2ccc3ccccc32)cccc1[N+](=O)[O-] was read as CXCR6 block 0, UBC13 polyUb 4, APJ ag -3, APJ antag 4, CCR6 antagonist 8, Gli-Sufu block -2, ATG4B inhibitor -8 and EBI2 block 2.
For O=C(CCN1CCOCC1)NC1CCCN(Cc2ccccc2F)C1 (centres undefined) the results were CXCR6 block 5, UBC13 polyUb 3, APJ ag -1, APJ antag 8, CCR6 antagonist 20, Gli-Sufu block 0, ATG4B inhibitor 17 and EBI2 block 3.
COc1ccccc1NC(=O)NNC(=O)CCc1ccccc1 was read as CXCR6 block -4, UBC13 polyUb 1, APJ ag 2, APJ antag -3, CCR6 antagonist -4, Gli-Sufu block -1, ATG4B inhibitor -5 and EBI2 block 1.
For CC(=O)N(c1nc(CCl)cs1)c1ccc(C)cc1C the results were CXCR6 block -3, UBC13 polyUb 0, APJ ag -2, APJ antag 5, CCR6 antagonist -5, Gli-Sufu block -13, ATG4B inhibitor -6 and EBI2 block -4.
`COc1ccc(NS(=O)(=O)c2cccc(C(=O)N3CCN(Cc4ccc5c(c4)OCO5)CC3)c2)cc1` gave CXCR6 block 6, UBC13 polyUb 4, APJ ag -1, APJ antag 3, CCR6 antagonist 14, Gli-Sufu block 20, ATG4B inhibitor -4 and EBI2 block -3.
For O=C(CN(C(=O)c1csnn1)c1ccc(Br)cc1)NC1CCCC1 the results were CXCR6 block 6, UBC13 polyUb 2, APJ ag 0, APJ antag 16, CCR6 antagonist 5, Gli-Sufu block 2, ATG4B inhibitor -4 and EBI2 block 5.
c1ccc(-c2nnc(N3CCN(c4ccccn4)CC3)c3ccccc23)cc1 was read as CXCR6 block 8, UBC13 polyUb 6, APJ ag -3, APJ antag 14, CCR6 antagonist 23, Gli-Sufu block 61*, ATG4B inhibitor 2 and EBI2 block 15.
Screening COC(=O)CC1C(=O)NCCN1C(=O)c1cc(OC)c(OC)cc1OC (centres undefined) returned CXCR6 block 7, UBC13 polyUb -4, APJ ag 0, APJ antag 0, CCR6 antagonist -6, Gli-Sufu block 0, ATG4B inhibitor -4 and EBI2 block -17.
`CCOc1ccc2oc(C(=O)N3CC(C)OC(C)C3)c(C)c2c1` (centres undefined) gave CXCR6 block -1, UBC13 polyUb 2, APJ ag -5, APJ antag 10, CCR6 antagonist -1, Gli-Sufu block -28, ATG4B inhibitor -5 and EBI2 block 11.
Screening COCCN(CC(=O)Nc1cccc(C)c1C)C(=O)Cc1ccsc1 returned CXCR6 block 2, UBC13 polyUb 7, APJ ag -1, APJ antag -3, CCR6 antagonist -6, Gli-Sufu block -1, ATG4B inhibitor 5 and EBI2 block -14.
For CCNC(=O)COC(=O)c1ccc(S(=O)(=O)N2CCCCCC2)cc1 the results were CXCR6 block 5, UBC13 polyUb 4, APJ ag 0, APJ antag -2, CCR6 antagonist -2, Gli-Sufu block -3, ATG4B inhibitor -18 and EBI2 block -8.
For CCCNC(=O)CN(c1cccc(F)c1)S(C)(=O)=O the results were CXCR6 block -2, UBC13 polyUb 4, APJ ag -5, APJ antag 0, CCR6 antagonist 1, Gli-Sufu block -2, ATG4B inhibitor 7 and EBI2 block 0.
COC(=O)c1ccc(CSc2nnc(-c3c[nH]c4ccccc34)n2-c2ccccc2)cc1 was read as CXCR6 block 6, UBC13 polyUb 8, APJ ag 0, APJ antag 6, CCR6 antagonist 19, Gli-Sufu block 7, ATG4B inhibitor 46* and EBI2 block 23.
For COC(=O)c1ccccc1NC(=O)C1CCCN(S(C)(=O)=O)C1 (centres undefined) the results were CXCR6 block -5, UBC13 polyUb 7, APJ ag -1, APJ antag 13, CCR6 antagonist 15, Gli-Sufu block 0, ATG4B inhibitor -1 and EBI2 block -6.
COc1ccc(CCNC(=O)CN(Cc2ccc(Cl)cc2)S(C)(=O)=O)cc1 was read as CXCR6 block -10, UBC13 polyUb -3, APJ ag -3, APJ antag -12, CCR6 antagonist 20, Gli-Sufu block 13, ATG4B inhibitor -3 and EBI2 block 10.
Screening Cc1cccc(C(=O)NNC(=O)c2ccccc2)c1 returned CXCR6 block -5, UBC13 polyUb -2, APJ ag -3, APJ antag -11, CCR6 antagonist -24, Gli-Sufu block -6, ATG4B inhibitor -12 and EBI2 block 4.
For O=C1C(=O)N(C2CCCC2)C(=O)N1Cc1c(F)cccc1Cl the results were CXCR6 block 3, UBC13 polyUb -5, APJ ag 0, APJ antag 16, CCR6 antagonist 6, Gli-Sufu block 0, ATG4B inhibitor -7 and EBI2 block -15.
Screening CC12CN3CCN(CC(C3)/C1=N\N=C1/C3CN4CCN(C3)CC1(C)C4)C2 returned CXCR6 block -1, UBC13 polyUb 7, APJ ag -3, APJ antag -14, CCR6 antagonist -6, Gli-Sufu block 27, ATG4B inhibitor -13 and EBI2 block 1.
For CC1=C(C(=O)Nc2cccc([N+](=O)[O-])c2)C2(CCC(C)CC2)OC1=O (centres undefined) the results were CXCR6 block -8, UBC13 polyUb 0, APJ ag -1, APJ antag -22, CCR6 antagonist 2, Gli-Sufu block -6, ATG4B inhibitor -2 and EBI2 block 2.
For CCOC(=O)N1CCN(Cc2nc3cc(NC(=O)CC)ccc3n2CC)CC1 the results were CXCR6 block -4, UBC13 polyUb -5, APJ ag 0, APJ antag 5, CCR6 antagonist -9, Gli-Sufu block 0, ATG4B inhibitor -6 and EBI2 block -4.
`C[C@H](NC(=O)C1CCN(S(=O)(=O)c2ccccc2)CC1)C(=O)NCc1cccc(C(F)(F)F)c1` gave CXCR6 block -1, UBC13 polyUb -7, APJ ag 8, APJ antag -22, CCR6 antagonist 6, Gli-Sufu block 7, ATG4B inhibitor 2 and EBI2 block -1.
Screening CC(=O)/C(N=Nc1ccc2c(c1)OCO2)=C(\C)O returned CXCR6 block 2, UBC13 polyUb -14, APJ ag -3, APJ antag 3, CCR6 antagonist 1, Gli-Sufu block -58, ATG4B inhibitor 4 and EBI2 block -15.
`NC(=O)c1coc(-c2ccccc2)n1` gave CXCR6 block -6, UBC13 polyUb -2, APJ ag -2, APJ antag -12, CCR6 antagonist 7, Gli-Sufu block 1, ATG4B inhibitor 5 and EBI2 block 1.
`Cc1ccc(N2C(=O)NC(NS(=O)(=O)c3ccc(C)cc3)(C(F)(F)F)C2=O)cc1` (centres undefined) gave CXCR6 block -2, UBC13 polyUb 1, APJ ag -2, APJ antag 8, CCR6 antagonist 6, Gli-Sufu block -5, ATG4B inhibitor -1 and EBI2 block 1.
For COc1ccc(C(=O)NC(=S)N2CC(C)OC(C)C2)cc1OC (centres undefined) the results were CXCR6 block 3, UBC13 polyUb 12, APJ ag -4, APJ antag -26, CCR6 antagonist 17, Gli-Sufu block -1, ATG4B inhibitor 2 and EBI2 block 5.
CCNc1nc(C)cc(COC)c1C#N was read as CXCR6 block -2, UBC13 polyUb 6, APJ ag -3, APJ antag -10, CCR6 antagonist -22, Gli-Sufu block -24, ATG4B inhibitor -4 and EBI2 block -8.
COC(=O)c1ccc(C(=O)OC)c(NC(=S)N2CCN(c3cccc(Cl)c3)CC2)c1 was read as CXCR6 block 0, UBC13 polyUb 15, APJ ag -2, APJ antag 7, CCR6 antagonist 12, Gli-Sufu block 12, ATG4B inhibitor -3 and EBI2 block 19.
`COc1cccc(N2CCN(c3ccc4nnc(CCC(=O)N5CCN(C)CC5)n4n3)CC2)c1` gave CXCR6 block -4, UBC13 polyUb -2, APJ ag 3, APJ antag 17, CCR6 antagonist 9, Gli-Sufu block 7, ATG4B inhibitor -6 and EBI2 block -5.
`Cc1cc(C)nc(NS(=O)(=O)c2ccc(NC(=O)c3snnc3C)cc2)n1` gave CXCR6 block 5, UBC13 polyUb -10, APJ ag 8, APJ antag 16, CCR6 antagonist 14, ATG4B inhibitor 10 and EBI2 block -8.

Structures above containing an NH in an aromatic ring:
Screening COc1ccc(-c2cn[nH]c2C)cc1 returned CXCR6 block -5, UBC13 polyUb 5, APJ ag 2, APJ antag 9, CCR6 antagonist 10, Gli-Sufu block -12, ATG4B inhibitor -1 and EBI2 block -12.
CCCCn1c(N)c(N(CC)C(=O)c2cnc(C)cn2)c(=O)[nH]c1=O was read as CXCR6 block 5, UBC13 polyUb 1, APJ ag -4, APJ antag 2, CCR6 antagonist 7, Gli-Sufu block 2, ATG4B inhibitor -29 and EBI2 block -7.
Screening CCCC/C(O)=C1\C(=O)CCCC1=NCCc1c(C)[nH]c2ccc(OC)cc12 returned CXCR6 block 3, UBC13 polyUb 2, APJ ag -3, APJ antag -5, CCR6 antagonist 10, Gli-Sufu block 4, ATG4B inhibitor -6 and EBI2 block -6.
For CC(C)CN(C(=O)COC(=O)Cc1cccc2ccccc12)c1c(N)n(Cc2ccccc2)c(=O)[nH]c1=O the results were CXCR6 block 4, UBC13 polyUb -2, APJ ag 0, APJ antag 6, CCR6 antagonist 7, Gli-Sufu block -4, ATG4B inhibitor -23 and EBI2 block 8.
COC(=O)c1ccc(CSc2nnc(-c3c[nH]c4ccccc34)n2-c2ccccc2)cc1 was read as CXCR6 block 6, UBC13 polyUb 8, APJ ag 0, APJ antag 6, CCR6 antagonist 19, Gli-Sufu block 7, ATG4B inhibitor 46* and EBI2 block 23.
